Source: PubChem (several laboratories)
LMPTP block = LMPTP phosphatase inhibitors, primary screen, biochemical, fluorescence intensity, uHTS; inhibition, % at 20 µM; 0.22% of 360,000 active; recombinant LMPTP-A, OMFP fluorogenic substrate; Low molecular weight phosphotyrosine protein phosphatase (Homo sapiens), P24666; AID 651560, 2012;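 active = compounds that cut the enzyme signal by at least half of the control window in the single-dose screen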;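 also: plate controls were DMSO wells with enzyme plus substrate for no effect and substrate without enzyme for full effect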
Target sequence (P24666 whole entry, looked up): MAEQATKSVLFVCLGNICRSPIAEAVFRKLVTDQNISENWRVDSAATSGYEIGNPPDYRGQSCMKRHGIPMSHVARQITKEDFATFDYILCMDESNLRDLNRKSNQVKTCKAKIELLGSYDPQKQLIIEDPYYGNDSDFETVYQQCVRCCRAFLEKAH
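Test system: LMPTP-A, protein tyrosine phosphatase of low molecular weight; Input: 0.625 nM enzyme; Incubation: 50 min dark incubation at room temperature; Signal: endpoint fluorescence intensity from OMFP dephosphorylation; Read-out basis: % inhibition versus control wells.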
bovine MsrA act = bovine MsrA enzyme activators, primary screen, biochemical, absorbance, HTS. Methionine sulfoxide reductase A (Bos taurus). purified bovine MsrA, absorbance read-out. activation, % at 10.6 µM. 0.3% of 360,000 active. AID 602163, 2012; in the data active = activation above about 7.5%;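 also: 0% = vehicle and 100% = reference activator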
DNMT1 inh = human DNMT1 methyltransferase inhibitors, primary screen, biochemical, molecular beacon, fluorescence, HinP1I cleavage, uHTS. DNA (cytosine-5)-methyltransferase 1 (Homo sapiens), P26358. 0.83% of 360,000 active. inhibition (reported as % activation of signal), % at 10 µM. AID 588458, 2011; in the data active = inhibition above about 50%
TbMetRS inhib = T. brucei MetRS inhibitors, primary screen, biochemical, luminescence | AID 624268, 2012 | 0.4% of 360,000 active | methionyl-tRNA synthetase (Trypanosoma brucei brucei) | purified T. brucei MetRS, ATP depletion, Kinase-Glo luminescence | inhibition, % at 11.9 µM;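 active = inhibition above a per-plate cutoff of the control wells' mean inhibition plus 3 SD, cut at about 5.5% in these data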;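 also: 0% = DMSO wells median and 100% = median of wells with control inhibitor compound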
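Test system – parasite MetRS enzyme · Reagent – substrates ATP, L-methionine and bulk Escherichia coli tRNA · Doses – 11.9 µM compound single dose, 0.9% DMSO · Times – 15 min enzyme-compound preincubation, 2 h reaction, 10 min detection, 25 °C · Signal – Kinase-Glo luminescence, ATP depletion format · Controls – DMSO-only wells as low control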
CendR NRP1 mod = modulators of CendR peptide binding to NRP-1, primary screen, biochemical, fluorescence polarization, uHTS. Neuropilin-1 (Homo sapiens), O14786. FAM-RPARPAR peptide binding to NRP-1. 0.85% of 360,000 active. inhibition, % at 25 µM;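 active = inhibition or corrected inhibition above about 18%, plus a signal ratio from 0.5 to 1.5, limit read from the data, passing the limit was not always enough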; also: strong numbers were not always called active
Target sequence (O14786 whole entry, looked up): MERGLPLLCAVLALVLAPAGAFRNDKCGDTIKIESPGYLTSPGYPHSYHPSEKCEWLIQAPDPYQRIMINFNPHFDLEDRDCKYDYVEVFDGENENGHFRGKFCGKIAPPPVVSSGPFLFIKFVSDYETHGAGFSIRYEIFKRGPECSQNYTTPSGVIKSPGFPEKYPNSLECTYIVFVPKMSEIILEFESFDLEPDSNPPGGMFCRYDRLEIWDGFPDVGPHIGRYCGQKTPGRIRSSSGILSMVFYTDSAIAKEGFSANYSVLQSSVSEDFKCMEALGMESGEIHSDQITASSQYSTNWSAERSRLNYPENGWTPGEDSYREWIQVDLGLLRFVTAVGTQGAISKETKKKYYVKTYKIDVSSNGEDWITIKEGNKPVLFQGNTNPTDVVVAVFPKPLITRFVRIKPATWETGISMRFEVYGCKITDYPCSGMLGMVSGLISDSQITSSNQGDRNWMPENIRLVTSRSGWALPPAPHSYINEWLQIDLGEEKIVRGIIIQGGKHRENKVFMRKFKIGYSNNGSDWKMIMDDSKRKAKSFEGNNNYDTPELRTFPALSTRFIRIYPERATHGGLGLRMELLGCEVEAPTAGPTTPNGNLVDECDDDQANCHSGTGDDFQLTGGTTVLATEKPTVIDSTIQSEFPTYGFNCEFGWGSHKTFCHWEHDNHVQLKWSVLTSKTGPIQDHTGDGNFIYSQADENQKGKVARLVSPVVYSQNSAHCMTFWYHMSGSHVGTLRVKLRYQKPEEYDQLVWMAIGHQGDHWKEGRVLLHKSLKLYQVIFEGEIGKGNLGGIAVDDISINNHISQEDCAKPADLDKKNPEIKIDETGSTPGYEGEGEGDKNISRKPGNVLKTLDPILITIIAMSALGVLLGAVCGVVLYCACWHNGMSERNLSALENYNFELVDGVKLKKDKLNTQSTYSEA
eLon inh = inhibitors of E. coli Lon protease, primary screen, biochemical, fluorescence polarization | P0A9M0 | purified E. coli Lon protease | inhibition, % at 7.94 µM | 0.42% of 360,000 active; in the data active = inhibition above about 13%, passing the limit was not always enough;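 also: 0% = enzyme with probe and DMSO and 100% = no enzyme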
Scp-1 inhibitor = Scp-1 phosphatase inhibitors, primary screen, biochemical, colorimetric, uHTS; Recombinant Scp1, phosphopeptide, malachite green phosphate absorbance; Carboxy-terminal domain RNA polymerase II polypeptide A small phosphatase 1 (Homo …; AID 493091, 2011; 0.88% of 340,000 active; inhibition, % at 20 µM;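 active = inhibition above about 50% at 20 µM, limit read from the data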;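 also: plate controls were DMSO wells with enzyme for no effect and wells lacking enzyme for full effect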
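Incubation: 45 min enzyme reaction at room temperature / System: truncated SCP-1 phosphatase (76-261aa) / Reagent: Phospho 17-mer peptide substrate / Buffer or medium: Acidic Tris acetate buffer with magnesium and detergent / Signal: absorbance at 630 nm / Doses: one concentration, 20 µM, with 1.0% DMSO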
SUMO1-SIM PPI = modulators of SUMO1 protein-protein interactions, primary screen, biochemical, uHTS; Small ubiquitin-related modifier 1 (Homo sapiens), P63165; SUMO1 binding to a labelled peptide, TR-FRET, 1 h; inhibition, % at 20 µM; 0.33% of 360,000 active; AID 602429, 2012; in the data active = inhibition above about 37%
MsrA inhibitor = bovine MsrA enzyme inhibitors, primary screen, biochemical, absorbance, HTS; inhibition, % at 15.5 µM; Methionine sulfoxide reductase A (Bos taurus); 0.75% of 360,000 active; purified bovine MsrA, absorbance read-out; in the data active = inhibition above about 4.5%;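 also: 0% = vehicle wells with enzyme and 100% = reference inhibitor wells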
STEP block = STEP phosphatase inhibitors, primary screen, biochemical, fluorescence intensity, uHTS; 0.25% of 360,000 active; AID 588621, 2011; Tyrosine-protein phosphatase non-receptor type 5 (Homo sapiens), P54829; recombinant STEP, OMFP fluorogenic substrate; inhibition, % at 20 µM;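 active = inhibition at 20 µM, scaled per plate between control wells, above about 37%, limit read from the data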;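 also: 0% = DMSO with enzyme and substrate and 100% = substrate only without enzyme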
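System: STEP (striatal-enriched tyrosine phosphatase) enzyme, cell-free; medium: Bis-Tris pH 6.0 buffer with DTT, detergent; dosing: 20 µM, 1% DMSO; times: reaction 20 min, ambient temperature; detection: fluorescence, 480/540 nm; read-out basis: normalized % inhibition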
Starred values were filed as active, the others as inactive; x = no result given. No enrichment for hits, and some 4.3% of all compounds hit somewhere here.

SMILES	LMPTP block	bovine MsrA act	DNMT1 inh	TbMetRS inhib	CendR NRP1 mod	eLon inh	Scp-1 inhibitor	SUMO1-SIM PPI	MsrA inhibitor	STEP block
Cc1cccc2c(CC(=O)Nc3ccccc3)noc12	-1.6	0	-3	-0.2	17	-10	-14	2	-0.9	-9
CCOc1cc(C2NC(=O)CCC2[N+](=O)[O-])cc(Br)c1OC (centres undefined)	-0.7	-1	2	-0.6	12	-2	-7	3	2.6	0
COc1ccc(CC(=O)Nc2ccc(S(=O)(=O)Nc3nccc(C)n3)cc2)cc1	0.1	-3	0	-0.9	-25	-10	-4	6	-0.2	4
Cc1cc2c(N)cccc2nn1	93*	-12	127*	0.8	41*	16	60*	73*	0.2	75*
COc1ccc(C(=O)N2CCc3cc(OC)c(OC)cc3C2)cc1OC	-0.4	3	-6	0.5	-7	-11	-2	-1	0.8	-1
CCOc1ccc(CN(C)C(=O)CCNC(=O)c2ccco2)cc1	-0.6	-1	3	0.1	-2	-11	-5	0	0.4	1
Cc1nn(CC(C)C)c(Cl)c1C(=O)N(c1ccc(Cl)cc1F)S(C)(=O)=O	-0.6	-2	1	-0.4	7	1	-3	3	1.1	0
Cc1[nH]c2ccccc2c1C(=O)C(C)OC(=O)c1ccc(NC(=O)CC#N)cc1 (centres undefined)	2.8	-2	-42	-0.2	0	-13	-11	4	-1.2	-4
C/C(=N\Nc1nc2ccccc2[nH]1)c1ccc([N+](=O)[O-])cc1	7.1	-7	12	0.6	5	-6	-2	-19	0.1	10
Cc1ccc(C)c2nc(SCC(=O)NCc3cccs3)c(C#N)cc12	-2.0	-5	18	-0.8	10	4	-5	-7	1.4	-1
COc1ccc(C(CNC(=O)c2ccc(-c3cccc(C(F)(F)F)c3)o2)N2CCOCC2)cc1 (centres undefined)	2.9	-4	-1	-0.5	-2	-2	5	-7	-0.8	3
O=C(CCN1C(=O)C2CC=CCC2C1=O)Nc1ccc(S(=O)(=O)N2CCCCC2)cc1 (centres undefined)	-1.3	-1	2	0.1	-14	-2	-1	2	-0.3	-1

Individual results from above:
Result of O=C(CCN1C(=O)C2CC=CCC2C1=O)Nc1ccc(S(=O)(=O)N2CCCCC2)cc1 (centres undefined) under eLon inh: -2
Result of COc1ccc(CC(=O)Nc2ccc(S(=O)(=O)Nc3nccc(C)n3)cc2)cc1 under DNMT1 inh: 0

Following part.
SMILES	LMPTP block	bovine MsrA act	DNMT1 inh	TbMetRS inhib	CendR NRP1 mod	eLon inh	Scp-1 inhibitor	SUMO1-SIM PPI	MsrA inhibitor	STEP block
COc1ccc(CN(Cc2nc3ccccc3c(=O)[nH]2)C(=O)C(C)(C)C)cc1	0.0	-6	-1	-0.8	-16	0	0	2	-1.7	4
OC(CNCC1COc2ccccc2O1)COc1ccc(Cl)cc1 (centres undefined)	-2.1	2	0	-0.1	4	-8	-5	0	-1.0	1
COc1ccc(NC(=O)c2ccc(-c3csc(C)n3)cc2)cc1	-3.3	-3	5	-1.1	7	-12	3	8	0.6	-3
CC(C)(C)NC(=O)COC(=O)c1nsc(Cl)c1Cl	-0.4	-2	0	-0.2	1	-2	-4	5	-2.3	7
O=C(CCCN1C(=O)/C(=C/c2ccccc2Cl)SC1=S)N1CCCC1	5.4	-3	1	1.0	2	4	-5	-8	0.4	2
CC1(C)CC(NC(=O)C2CCCCC2C(=O)O)CC(C)(C)N1 (centres undefined)	-2.1	-3	5	-0.8	-4	-6	0	-1	0.4	3
O=C(COC(=O)c1ccc2c(c1)OCO2)Nc1ccccc1OC(F)F	-0.9	-2	0	-0.2	6	5	-8	0	0.0	1
O=C(NC1(C(=O)O)CCCC1)c1ccccc1	-0.4	-3	-1	-0.1	-1	-10	-12	-6	0.3	-2
Cc1ccc(-n2nnc(-c3cnc4ccccc4c3)n2)cc1	-1.5	-1	9	0.0	11	-12	1	0	0.3	0
Cc1ccccc1NC(=O)CSc1nc(N)c(C#N)cc1C#N	-0.3	-12	0	1.3	-12	4	0	2	3.3	-2
Cc1nn(C)cc1S(=O)(=O)N1CCN(Cc2ccc(F)cc2Cl)CC1	-0.2	0	2	0.2	4	5	-6	-5	-0.4	0
CC(=O)Nc1ccc(OCC(O)CN2C(C)(C)CC(O)CC2(C)C)cc1 (centres undefined)	-3.0	-12	7	-2.0	5	-6	8	-1	0.3	-5

Entries of single compounds as entered above. Screens in order: LMPTP block	bovine MsrA act	DNMT1 inh	TbMetRS inhib	CendR NRP1 mod	eLon inh	Scp-1 inhibitor	SUMO1-SIM PPI	MsrA inhibitor	STEP block
O=C(COC(=O)c1ccc2c(c1)OCO2)Nc1ccccc1OC(F)F in the list: -0.9	-2	0	-0.2	6	5	-8	0	0.0	1
COc1ccc(CN(Cc2nc3ccccc3c(=O)[nH]2)C(=O)C(C)(C)C)cc1 in the list: 0.0	-6	-1	-0.8	-16	0	0	2	-1.7	4
CC(C)(C)NC(=O)COC(=O)c1nsc(Cl)c1Cl in the list: -0.4	-2	0	-0.2	1	-2	-4	5	-2.3	7

Next structures:
SMILES	LMPTP block	bovine MsrA act	DNMT1 inh	TbMetRS inhib	CendR NRP1 mod	eLon inh	Scp-1 inhibitor	SUMO1-SIM PPI	MsrA inhibitor	STEP block
COc1ccc(CNC(=O)CCNS(=O)(=O)c2ccc(Br)s2)cc1	0.1	-4	-1	0.0	10	-7	-2	-5	0.4	-1
CCCCN(Cc1ccccc1)C(=O)C1CCN(S(=O)(=O)c2c(C)noc2C)CC1	-1.1	-8	8	-1.4	6	2	6	-2	-0.4	-1
Cc1ccc(C(=O)NC(=S)Nc2cccc(-c3nc4ccccc4s3)c2)cc1	2.2	-5	8	-1.0	-1	-4	-7	1	-0.4	1
CCOc1ccc(N2C(=O)C3Sc4[nH]c(=O)sc4C(/C=C/c4ccccc4)C3C2=O)cc1 (centres undefined)	0.4	-4	-34	0.1	-137	-40	-17	-1	0.8	-2
O=C(NCCNC1CCCCC1)c1ccco1	-1.4	-2	2	-0.6	6	-6	-5	7	-0.3	0
CCC[n+]1c(C)sc2c(OC)ccc(OC)c21	-0.2	-2	-1	0.2	0	2	-3	-3	0.1	-1
COc1cc(C(=O)N/N=C(\C)c2ccc3c(c2)OCO3)cc(OC)c1OC	-0.2	-3	-4	0.4	3	3	-6	1	-0.4	-1
Cc1noc(C)c1S(=O)(=O)Nc1ccc2c(c1)C(=O)N([C@H](C)CO)C[C@H](C)[C@@H](CN(C)C(=O)CCCN(C)C)OCCCC[C@@H](C)O2	-4.7	0	-2	-0.5	0	9	x	-6	-0.1	0
CCN(CC)S(=O)(=O)N1CCN(S(=O)(=O)N2CCOCC2)CC1	-1.4	-2	7	-0.1	2	6	-6	1	1.4	4
O=C(CCc1nnc2ccc(NCc3ccco3)nn12)N1CCN(c2ccccc2)CC1	5.8	-12	3	-0.4	-6	6	13	3	1.0	1
COCCN1C=C2C(=O)C(C)(OC(=O)c3cccs3)C(=O)C=C2C=C1CCCC(=O)OC (centres undefined)	1.0	-2	-11	-0.4	3	-18	6	-14	3.0	6
CC(C)CCNC(=O)C(c1ccco1)N(Cc1ccc(F)cc1)C(=O)c1snc(C(N)=O)c1N (centres undefined)	0.2	1	-4	-0.5	3	4	-4	-8	-0.3	0
CCCCOc1ccc(CSCCN)cc1Cl	-3.5	-1	-4	0.1	-16	-3	1	-11	0.7	0
O=C1CCCN1CC(O)CS(=O)(=O)Cc1ccccc1 (centres undefined)	-1.4	2	1	-0.8	-4	12	-19	2	0.3	1
CC(C)n1c(CCC(=O)O)ccc1-c1ccccc1	-0.4	-7	1	-0.5	-11	1	-2	-2	0.3	1
O=S(=O)(NCCc1ccc(F)cc1)c1cccc2cccnc12	1.3	-1	4	0.9	0	-7	3	7	2.6	4
COc1cccc(N2C(=O)C3NN=C(C(=O)CN4C(=O)c5ccccc5C4=O)C3C2=O)c1 (centres undefined)	-1.2	-1	-4	-0.1	12	0	-4	-11	2.1	1
CCOC(=O)[C@]12CCCC=C1N(Cc1ccc3c(c1)OCO3)C(=O)[C@H](CC(=O)NCC1CCCCC1)C2	1.4	2	x	0.0	-6	2	x	13	-1.5	x
O=C(CSc1nc(=O)n2ccccc2n1)Nc1ccc2c(c1)OCO2	-1.2	-3	-1	-0.3	8	-10	-5	3	3.2	-2
CC(C)=CCC[C@](C)(O)C1CC[C@]2(C)C1[C@H](O)CC1[C@@]3(C)CC[C@H](O[C@@H]4O[C@H](CO)[C@@H](O)[C@H](O)[C@H]4O[C@@H]4O[C@H](CO)[C@@H](O)[C@H](O)[C@H]4O)C(C)(C)C3CC[C@]12C (some centres undefined)	0.4	0	41	0.0	1	3	2	-2	0.6	-1
CCCCOc1cccc(-c2nnc(N)s2)c1	-2.1	3	-1	-0.6	10	-2	7	-4	0.5	1
CCC(Sc1nc(C)cc(C)n1)C(=O)Nc1ccc(Cl)cn1 (centres undefined)	-1.7	0	-1	-0.3	-8	7	0	-3	-0.3	1
N/C(=N\OC(=O)Cc1cccs1)c1ccc(Cl)cc1	3.1	-4	-6	-0.3	-1	-9	-2	0	-0.2	-1
CCOCCCNCc1cccc(OC)c1	-1.6	0	1	-0.3	-5	-13	-15	14	0.4	-2
Cc1ccccc1OCc1nc(-c2ccc(-n3cccc3)cc2)no1	0.6	-1	3	1.2	-128	-10	-15	1	-0.3	1
COc1cccc(C(=O)CSc2nc3cccnc3n2C)c1	-0.6	0	0	-0.5	7	-5	-1	1	0.3	1
CC(C)C(C(=O)Nc1ccccc1)N1C(=O)c2ccccc2C1=O (centres undefined)	-0.6	-1	1	0.0	-9	-97	-10	0	0.3	-1
Cn1c(CNc2nc3ccccc3n2C)nc2ccccc21	0.5	2	0	-0.2	-4	-3	-3	0	1.0	1
Cc1ccc(NC(=O)CSc2nc(N)c3c4c(sc3n2)CSC(C)(C)C4)cc1	3.1	-2	-14	0.2	3	3	0	-5	1.4	-1
CCOC(=O)c1ccc(NC(=O)C2CCN(S(=O)(=O)c3c(C)nn(C)c3C)CC2)cc1	-2.2	-1	-2	0.1	8	-3	-17	4	0.1	2
Cc1ccc(S(=O)(=O)NC(=O)NCCCN2CCOCC2)cc1	-6.4	-2	1	-0.5	-2	-2	1	4	-1.4	-1
